Compound activity as filed in PubChem BioAssay.
TDP1 cell noCPT: qHTS for Inhibitors of human tyrosyl-DNA phosphodiesterase 1 (TDP1): qHTS in cells in absence of CPT; DT40 Tdp1-/- hTDP1 cells, no CPT, ATP luminescence, 48 h; actives 15% (n = 420,000); Potency, µM (highest dose often 46.2 µM), without a hit: at the highest dose activity change, negative = growth inhibition, hits mostly inhibitors; also: nearly all actives have a fitted effect of over 55% in size
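DT40 Tdp1-/-;hTDP1 cells, no CPT (DMSO vehicle only), 400 cells/well; compounds pin-transferred; ≥48 hr, 37 °C; CellTiter-Glo 30 min RT dark, luminescence read.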
TDP1 inh: inhibitors of human tyrosyl-DNA phosphodiesterase TDP1; Q9NUW8; recombinant TDP1, AlphaScreen DNA substrate cleavage; Potency, µM (highest dose often 130 µM), for the others: top-dose activity change, negative = inhibition, most hits filed as inhibitors; actives 0.28% (n = 350,000); also: nearly all actives have a fitted effect of over 40% in size
Target sequence (Q9NUW8 whole entry, looked up): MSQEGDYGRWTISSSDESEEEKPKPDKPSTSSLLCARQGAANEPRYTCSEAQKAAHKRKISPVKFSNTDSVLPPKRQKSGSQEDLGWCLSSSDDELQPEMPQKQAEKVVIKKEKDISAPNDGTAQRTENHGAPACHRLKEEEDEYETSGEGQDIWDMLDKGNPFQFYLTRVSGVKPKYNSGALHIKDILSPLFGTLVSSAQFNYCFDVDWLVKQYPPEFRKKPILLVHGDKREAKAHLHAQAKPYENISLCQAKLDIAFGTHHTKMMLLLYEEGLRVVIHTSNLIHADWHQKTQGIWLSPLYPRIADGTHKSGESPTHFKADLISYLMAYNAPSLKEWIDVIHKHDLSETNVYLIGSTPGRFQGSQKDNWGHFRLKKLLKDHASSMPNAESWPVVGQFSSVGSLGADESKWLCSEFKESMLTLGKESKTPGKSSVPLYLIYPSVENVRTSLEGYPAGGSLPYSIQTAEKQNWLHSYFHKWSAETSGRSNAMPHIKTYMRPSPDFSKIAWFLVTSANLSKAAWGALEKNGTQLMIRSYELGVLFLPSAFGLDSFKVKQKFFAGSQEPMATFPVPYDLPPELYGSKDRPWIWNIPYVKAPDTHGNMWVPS
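Steps: enzyme plus compound, 15 min RT; add biotin/phosphotyrosine-FITC oligonucleotide (15 nM final), react 5 min; add donor/acceptor beads (10 ug/ml final), 10 min; read AlphaScreen. Tdp1 at 1 nM final.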
N370S GC mod: inhibits or activates N370S mutant glucocerebrosidase; Potency, µM (series often up to 59.4 µM), for inactives: top-dose activity change, negative = inhibition, actives largely listed as inhibitors; actives 0.092% (n = 330,000); N370S GC spleen homogenate, 4MU-glucoside fluorescence; P04062; AID 2101;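 also: 0% = full enzyme activity and -100% = no enzyme basal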
Numbers without * were called inactive; & = joins results of further samples; [ ] = remark or other dose. Calls follow the shape of the dose curve; as a rule, active = well fitted curve in the direction sought with a large enough effect; inconclusive = small, poorly fitted or top-dose-only effect, or another doubt; inactive = no such curve, though single readings can be large; an effect the other way counts as inactive or inconclusive. Unless noted, % is scaled to controls: 0 for no effect and ±100 for the full control effect; potency is read from the fitted curve at half-maximal effect. These rows are one share of the data, so the mix of outcomes need not match the whole.

C[C@@H]1CN([C@@H](C)CO)C(=O)c2cccc(NS(=O)(=O)c3ccc(F)cc3)c2O[C@H]1CN(C)C(=O)NC1CCCCC1 was read as TDP1 cell noCPT inconclusive and TDP1 inh 1%.
`O=C(NC1=NCCS1)Nc1ccccc1` gave TDP1 cell noCPT -28%, TDP1 inh 0% and N370S GC mod 7%.
`Cn1c(=O)[nH]c(=O)c2c1nc(N(CCO)Cc1ccccc1)n2Cc1ccccc1Cl` gave TDP1 cell noCPT inconclusive, TDP1 inh 1% and N370S GC mod 7%.
For CCn1cc(C(=O)O)c(=O)c2cnc(N3CCN(C(=S)Nc4ccccc4C(F)(F)F)CC3)nc21 the results were TDP1 cell noCPT 29µM*, TDP1 inh 5% and N370S GC mod 5%.
CCCNC(=O)C(CC)n1nc(CC)n2c(cc3oc(C)cc32)c1=O (stereo not drawn) was read as TDP1 cell noCPT 21µM* and TDP1 inh -7%.
Screening COc1ccc(S(=O)(=O)N(C)CC(=O)Nc2c(F)cccc2F)cc1 returned TDP1 cell noCPT -12%, TDP1 inh -3% and N370S GC mod 1%.
For O=C(NCCCN1CCOCC1)C1CCN(S(=O)(=O)c2cccc(Cl)c2Cl)CC1 the results were TDP1 cell noCPT 3% and N370S GC mod 1%.
For Cc1cc(C)c(NC(=O)CNC(=O)c2cc(C3CC3)nn2-c2ccccc2)c(C)c1 the results were TDP1 cell noCPT -5% and TDP1 inh 0%.
`CCCC[C@@H]1CNC(=S)N1CCc1cccc2ccccc12` gave TDP1 cell noCPT 18µM*, TDP1 inh 10% and N370S GC mod 23%.
`O=C(COC(=O)/C=C/c1cccc(F)c1)NNC(=O)c1ccccc1` gave TDP1 cell noCPT 8%, TDP1 inh 6% and N370S GC mod -26%.
`CCN(C(=O)CN1CCN(C)CC1)c1cccc2ccccc12` gave TDP1 cell noCPT -1%, TDP1 inh 1% and N370S GC mod -3%.
Screening COc1ccc(/C=C/C(=O)N2CCOCC2)cc1OC returned TDP1 cell noCPT 14%, TDP1 inh 5% and N370S GC mod -3%.
CCOC(=O)C1CCN(C(=O)CCc2c(C)nc3cc(-c4ccccc4)nn3c2C)CC1 was read as TDP1 cell noCPT -28%, TDP1 inh 1% and N370S GC mod 4%.
`CCOc1cc(/C=C/c2nc3cc(C)c(C)cc3s2)ccc1OCC(=O)N1CCOCC1` gave TDP1 cell noCPT inconclusive, TDP1 inh -3% and N370S GC mod 4%.
For O=C(Nc1ccncc1)Nc1ccccc1Cl the results were TDP1 cell noCPT inconclusive, TDP1 inh 0% and N370S GC mod -5%.
CCOc1c2ccc(C(=O)NCc3ccc(C)cc3)cc2nn1CC was read as TDP1 cell noCPT 4%, TDP1 inh 4% and N370S GC mod 5%.
Screening CCOC(=O)Cn1nc(C)c2ccccc2c1=O returned TDP1 cell noCPT -27%, TDP1 inh 6% and N370S GC mod 3%.
C/C(Cn1nnc([N+](=O)[O-])n1)=N\NC(=O)c1ccc(C)cc1 was read as TDP1 cell noCPT 15µM*, TDP1 inh 0% and N370S GC mod -4%.
COc1ccc(C(=O)N2CCC3(CC2)CCN(C(c2ccccc2)c2ccccc2)CC3)cc1 was read as TDP1 cell noCPT -16% and N370S GC mod 10%.
CC(C)n1cnc2c(=S)nc[nH]c21 was read as TDP1 cell noCPT -4%, TDP1 inh -3% and N370S GC mod -4%.

Among those listed so far, these contain four or more nitrogen atoms.
C[C@@H]1CN([C@@H](C)CO)C(=O)c2cccc(NS(=O)(=O)c3ccc(F)cc3)c2O[C@H]1CN(C)C(=O)NC1CCCCC1 was read as TDP1 cell noCPT inconclusive and TDP1 inh 1%.
`Cn1c(=O)[nH]c(=O)c2c1nc(N(CCO)Cc1ccccc1)n2Cc1ccccc1Cl` gave TDP1 cell noCPT inconclusive, TDP1 inh 1% and N370S GC mod 7%.
For CCn1cc(C(=O)O)c(=O)c2cnc(N3CCN(C(=S)Nc4ccccc4C(F)(F)F)CC3)nc21 the results were TDP1 cell noCPT 29µM*, TDP1 inh 5% and N370S GC mod 5%.
CCCNC(=O)C(CC)n1nc(CC)n2c(cc3oc(C)cc32)c1=O (stereo not drawn) was read as TDP1 cell noCPT 21µM* and TDP1 inh -7%.
For Cc1cc(C)c(NC(=O)CNC(=O)c2cc(C3CC3)nn2-c2ccccc2)c(C)c1 the results were TDP1 cell noCPT -5% and TDP1 inh 0%.
CCOC(=O)C1CCN(C(=O)CCc2c(C)nc3cc(-c4ccccc4)nn3c2C)CC1 was read as TDP1 cell noCPT -28%, TDP1 inh 1% and N370S GC mod 4%.
C/C(Cn1nnc([N+](=O)[O-])n1)=N\NC(=O)c1ccc(C)cc1 was read as TDP1 cell noCPT 15µM*, TDP1 inh 0% and N370S GC mod -4%.
CC(C)n1cnc2c(=S)nc[nH]c21 was read as TDP1 cell noCPT -4%, TDP1 inh -3% and N370S GC mod -4%.

Further entries.
CCOc1ccc(-c2cc(C(=O)NCc3ccc(OCC)c(OC)c3)[nH]n2)cc1 was read as TDP1 cell noCPT -25% and TDP1 inh -6%.
For CC(C)OC(=O)NCN1C(=O)C2C3C=CC(C3)C2C1=O (stereo not drawn) the results were TDP1 cell noCPT -2%, TDP1 inh 2% and N370S GC mod 7%.
For COc1ccccc1N1CCN(C2CCN(C(=O)c3ccc(F)cc3)CC2)CC1 the results were TDP1 cell noCPT -27%, TDP1 inh 5% and N370S GC mod -19%.
`Cc1ccccc1CC(=O)N1CCOCC1` gave TDP1 cell noCPT 19% and N370S GC mod -1%.
For CC1CCN(Cc2nnnn2-c2cccc([N+](=O)[O-])c2)CC1 the results were TDP1 cell noCPT inconclusive, TDP1 inh -1% and N370S GC mod 13%.
COc1ccc(NC(=O)CN(C)C(=O)CSc2nc3ccccc3s2)cc1 was read as TDP1 cell noCPT inconclusive and N370S GC mod 2%.
Screening CN1CCC(N2CCN(c3cccc(C(F)(F)F)c3)CC2)CC1 returned TDP1 cell noCPT inconclusive, TDP1 inh 0% and N370S GC mod 4%.
Screening CCc1ccc(NC(=O)c2onc(C)c2Cl)cc1 returned TDP1 cell noCPT -3%, TDP1 inh 2% and N370S GC mod 2%.
For COc1cccc(/C=C2\C(=O)N(c3cccc(C)c3)C(=O)c3ccccc32)c1 the results were TDP1 cell noCPT inconclusive, TDP1 inh -3% and N370S GC mod 1%.
O=C(Cn1c(NCCO)nc2ccccc21)Nc1ccc2c(c1)OCCCO2 was read as TDP1 cell noCPT -11%, TDP1 inh -6% and N370S GC mod -3%.
For Cc1csc(=O)n1CCC(=O)O the results were TDP1 cell noCPT 4%, TDP1 inh 6% and N370S GC mod 0%.
Screening CN(C)c1ccc(C2CC(c3c(O)n(C4CCCCC4)c(=O)[nH]c3=O)=Nc3ccccc3S2)cc1 (stereo not drawn) returned TDP1 cell noCPT -18% and TDP1 inh 3%.
`COc1ccc(C2=NOC(Cn3nc(-c4ccccc4C)cc3C(=O)O)C2)cc1` (stereo not drawn) gave TDP1 cell noCPT -17% and TDP1 inh 3%.
`CCOc1ccccc1Nc1nnc(SCC(=O)NC2CCS(=O)(=O)C2)s1` (stereo not drawn) gave TDP1 cell noCPT 14% and TDP1 inh 1%.
`CCN(CC)C(=O)[C@H]1C[C@H](CC(=O)NCCC2=CCCCC2)C(=O)N2CCc3c([nH]c4cc(CCC(=O)N(C)C)ccc34)[C@]12C` gave TDP1 cell noCPT inconclusive and TDP1 inh 1%[56.1 µM].
`Cn1nnnc1SCCNC(=O)C1CCC(=O)N(CCc2ccccc2)C1` (stereo not drawn) gave TDP1 cell noCPT 20%, TDP1 inh 1% and N370S GC mod 0%.
COc1ccc(Cn2nnnc2C(c2cc3cc(C)ccc3[nH]c2=O)N2CCOCC2)cc1 (stereo not drawn) was read as TDP1 cell noCPT -4%, TDP1 inh -2% and N370S GC mod -2%.
`Cc1nc2ccccc2n1CCc1nc2c3ccccc3nc(SCc3cccc(F)c3)n2n1` gave TDP1 cell noCPT inconclusive and TDP1 inh 1%.
Cc1nonc1NC(=O)CSc1nc2ccc(Cl)cc2[nH]1 was read as TDP1 cell noCPT inconclusive, TDP1 inh 13% and N370S GC mod -4%.
`COc1ccc2c(COC(=O)[C@@H]3CCCN3S(=O)(=O)c3ccc(Cl)cc3)cc(=O)oc2c1` gave TDP1 cell noCPT -21%, TDP1 inh 3%[0.505 µM] and N370S GC mod 1%.
For O=c1c(Cl)c(NCC2CCCO2)cnn1C12CC3CC(CC(C3)C1)C2 (stereo not drawn) the results were TDP1 cell noCPT -21%, TDP1 inh 0% and N370S GC mod 0%.
For COc1ccc(Cl)cc1NC(=O)Cn1cnc2sc(C)c(S(=O)(=O)N3CCN(c4ccccc4OC)CC3)c2c1=O the results were TDP1 cell noCPT 7.3µM* and TDP1 inh 3%.
O=C(Nc1ccccn1)C(=O)N1CCCCC1 was read as TDP1 cell noCPT -3%, TDP1 inh 5% and N370S GC mod 5%.
`COC(=O)Cc1cc(=O)[nH]c(/N=C(\N)Nc2ccc(C(C)C)cc2)n1` gave TDP1 cell noCPT inconclusive, TDP1 inh 5% and N370S GC mod 12%.
Screening Cc1cc(NC(=O)COC(=O)c2nccnc2N)n(-c2ccccc2)n1 returned TDP1 cell noCPT -32%, TDP1 inh -12%[0.505 µM] and N370S GC mod inconclusive.
Screening COc1ccc(C2C3=C(CC(C)(C)CC3=O)Oc3ncn(CC(C)C)c(=N)c32)cc1 (stereo not drawn) returned TDP1 cell noCPT inconclusive, TDP1 inh 7% and N370S GC mod inconclusive.
`CCc1nc(Oc2cccc(F)c2)c2oc3ccccc3c2n1` gave TDP1 cell noCPT inconclusive and TDP1 inh inconclusive.
`Cn1c(Cn2c(=O)sc3ccccc32)nnc1SCc1cccc(F)c1` gave TDP1 cell noCPT inconclusive, TDP1 inh 3% and N370S GC mod -8%.
O=C1C(C=NCCN2CCOCC2)=C(O)c2ccccc21 was read as TDP1 cell noCPT -15%, TDP1 inh 3% and N370S GC mod -8%.
CC(CCc1ccccc1)NC(=O)Cn1ncc2c3ccccc3n(Cc3ccccc3)c2c1=O (stereo not drawn) was read as TDP1 cell noCPT inconclusive and TDP1 inh 0%.
Screening NC(=O)c1ccccc1Nc1nc2nc3ccccc3c(=O)n2cc1Br returned TDP1 cell noCPT inconclusive, TDP1 inh 5% and N370S GC mod 4%.
`C/C(Cn1nnc([N+](=O)[O-])n1)=N\NC(=O)c1ccc(O)cc1O` gave TDP1 cell noCPT inconclusive, TDP1 inh 8% and N370S GC mod -15%.
`CC(=O)c1ccc(OCCCCCCCOc2ccc(C(C)=O)cc2)cc1` gave TDP1 cell noCPT -43% and N370S GC mod -7%.
`O=C(COC(=O)c1cccc(OC(F)F)c1)NC1CCCC1` gave TDP1 cell noCPT -4% and N370S GC mod -3%.
`Cc1nc2ncccn2c1-c1csc(Nc2ccc(O)cc2)n1` gave TDP1 cell noCPT 5.2µM*, TDP1 inh 3% and N370S GC mod -2%.
`Cc1nc(N2CCN(Cc3ccc4c(c3)OCO4)CC2)[nH]c(=O)c1C` gave TDP1 cell noCPT 0% and N370S GC mod -13%.
COc1ccc(NC(=O)CCSc2nc(-c3ccco3)cc(C(F)(F)F)n2)cc1OC was read as TDP1 cell noCPT inconclusive and TDP1 inh 2%.
Screening CC1(C)O[C@@H]1COc1c2ccoc2cc2oc(=O)ccc12 returned TDP1 cell noCPT 18µM*, TDP1 inh 1% and N370S GC mod -1%.
For S=C(NCCSCc1ccc(Cl)cc1)Nc1ccccc1 the results were TDP1 cell noCPT inconclusive, TDP1 inh 8% and N370S GC mod 1%.
`CSc1cc2c(cc1C(F)(F)F)N(C(=O)Nc1cccnc1)CC2` gave TDP1 cell noCPT -4%, TDP1 inh 7% and N370S GC mod -20%&-11%.
Cn1c(CN2CCN(C(=O)c3ccc(F)cc3)CC2)nc2cc([N+](=O)[O-])ccc21 was read as TDP1 cell noCPT inconclusive, TDP1 inh 2% and N370S GC mod -1%.
`CC1CCN(c2nc(N(C)c3ccccc3)nc(N)c2[N+](=O)[O-])CC1` gave TDP1 cell noCPT inconclusive, TDP1 inh 5% and N370S GC mod 20%.
O=C(COC(=O)c1ccc([N+](=O)[O-])o1)Nc1cccc(S(=O)(=O)N2CCOCC2)c1 was read as TDP1 cell noCPT -12%, TDP1 inh 6% and N370S GC mod 9%.
Screening Fc1ccc(CN2CCCN(Cc3nc(-c4ccc5c(c4)OCO5)no3)CC2)cc1 returned TDP1 cell noCPT inconclusive, TDP1 inh 3% and N370S GC mod -11%.
Screening COc1ccc(NC(=O)c2ccc(S(=O)(=O)N3CCCCC3)cc2)cc1OC returned TDP1 cell noCPT inconclusive and TDP1 inh 0%.
`O=C(CSc1nc2ccc([N+](=O)[O-])cc2[nH]1)NCCc1ccccc1` gave TDP1 cell noCPT -23%, TDP1 inh 7% and N370S GC mod -4%.
Cc1ccc(CCNC(=O)C2=CCN(S(=O)(=O)c3ccccc3)CC2)cc1 was read as TDP1 cell noCPT 0%, TDP1 inh 4% and N370S GC mod -3%.
Screening Cc1cc(=O)c2cc(C(=O)Nc3cccc(C)c3C)ccc2[nH]1 returned TDP1 cell noCPT -16% and TDP1 inh 0%.
